# NPR2 activator – human GC-B receptor activators, primary screen, HEK293 GC-B cells, cGMP TR-FRET, EC30 CNP | 0% at EC30 CNP, 100% saturating CNP | activation, % at 10 µM | 370,000 tested, 0.11% active;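 active = activation at 10 µM reaching about 35% in either raw or pattern-adjusted values, limit read from the data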
# Target sequence (P20594 whole entry, looked up): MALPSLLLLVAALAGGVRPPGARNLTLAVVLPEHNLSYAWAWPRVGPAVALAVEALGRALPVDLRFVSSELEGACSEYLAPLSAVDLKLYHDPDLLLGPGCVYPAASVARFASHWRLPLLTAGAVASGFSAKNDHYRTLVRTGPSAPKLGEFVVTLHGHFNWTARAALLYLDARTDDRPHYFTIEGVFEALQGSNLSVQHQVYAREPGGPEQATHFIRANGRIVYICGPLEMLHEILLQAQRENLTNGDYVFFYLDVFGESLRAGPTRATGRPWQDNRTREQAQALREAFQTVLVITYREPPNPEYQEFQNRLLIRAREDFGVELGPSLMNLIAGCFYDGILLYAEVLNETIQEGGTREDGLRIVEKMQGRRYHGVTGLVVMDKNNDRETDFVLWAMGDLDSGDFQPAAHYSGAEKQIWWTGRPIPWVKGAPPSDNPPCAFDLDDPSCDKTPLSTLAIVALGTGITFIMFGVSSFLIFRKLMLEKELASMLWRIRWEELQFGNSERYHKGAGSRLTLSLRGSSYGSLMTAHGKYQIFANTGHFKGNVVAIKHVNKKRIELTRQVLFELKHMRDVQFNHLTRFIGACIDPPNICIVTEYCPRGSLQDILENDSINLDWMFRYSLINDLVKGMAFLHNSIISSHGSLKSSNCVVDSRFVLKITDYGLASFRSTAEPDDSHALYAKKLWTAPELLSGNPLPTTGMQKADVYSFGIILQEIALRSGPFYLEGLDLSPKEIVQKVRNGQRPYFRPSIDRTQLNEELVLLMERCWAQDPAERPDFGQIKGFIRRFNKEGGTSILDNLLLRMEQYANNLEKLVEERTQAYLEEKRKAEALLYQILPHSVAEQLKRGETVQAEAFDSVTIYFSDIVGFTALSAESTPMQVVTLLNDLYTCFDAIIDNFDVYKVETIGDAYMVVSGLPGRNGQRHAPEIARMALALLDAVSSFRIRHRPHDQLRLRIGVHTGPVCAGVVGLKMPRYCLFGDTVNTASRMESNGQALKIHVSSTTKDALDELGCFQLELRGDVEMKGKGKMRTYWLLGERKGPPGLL
# DDE Tn6 FP inh – inhibitors of Tn6 peptide binding to fibrin DD(E), primary screen, biochemical, fluorescence polarization, human fibrin, Tn6 probe; Fibrinogen beta chain (Homo sapiens), P02675; Fibrin DD(E) TRITC-Tn6 fluorescence polarization displacement; inhibition, % at 8.3 µM; 370,000 tested, 0.21% active;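 active = inhibition above a per-campaign cutoff: mean of compounds within control limits plus 3 SD, cut at about 15% in these data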;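 also: 0% = median of all compound wells on the plate and 100% = blocking peptide control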
# rCAG binder – binders of r(CAG) RNA repeats, primary screen, biochemical, fluorescence; r(CAG) RNA repeat, TO-PRO-1 dye displacement fluorescence; 370,000 tested, 1.3% active; inhibition, % at 3 µM;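 active = inhibition above the plate cutoff, the mean of all test compounds on that plate plus 3 SD, cut at about 35% in these data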;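 also: 0% = DMSO alone and 100% = 100 µM mitoxantrone as full dye displacement; higher means more dye released from RNA so lower well fluorescence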
# ARFGAP1 inh – inhibitors of rat ARFGAP1 GAP activity, primary screen, biochemical, fluorescence polarization, GDP tracer; Arfgap1-stimulated ARF1 GTP hydrolysis, GDP FP detection; 360,000 tested, 0.26% active; AID 651572, 2012; ADP-ribosylation factor GTPase-activating protein 1 (Rattus norvegicus), Q62848; inhibition, % at 16.5 µM;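 active = inhibition above a per-plate limit, mean inhibition of low control wells plus 3 SD, cut at about 25% in these data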;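 also: 0% = DMSO wells with enzyme and 100% = wells lacking Arfgap1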
#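 Replicates: Single well per compound | Assay system: Truncated rat Arfgap1 GAP domain | Control set: No-Arfgap1 wells (100%) versus DMSO full-reaction wells (0%) | Times: Enzyme reaction 120 min at 25 °C after 20 min preincubation | Reagent: Human ARF1(Δ1-17)-GTP substrate | Measured by: Tracer-displacement fluorescence polarization with EDTA stop, 620/688 nm | Measure: Percent inhibition of Arfgap1-stimulated GTP hydrolysis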
# ASAP1 GAP inh – inhibitors of human ASAP1 ArfGAP activity, primary screen, biochemical, fluorescence polarization. Arf-GAP with SH3 domain, ANK repeat and PH domain-containing protein 1 (Homo sapiens), …. ASAP1-stimulated ARF1 GTP hydrolysis, GDP FP detection. inhibition, % at 16.5 µM. 360,000 tested, 0.19% active. AID 624377, 2012; in the data active = inhibition above about 25%;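 also: 0% = vehicle with enzyme and substrate and 100% = no enzyme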
# sPLA2-III inh – human group III sPLA2 inhibitors, primary screen, biochemical, QFRET, BODIPY PC-A2 liposome substrate; Group 3 secretory phospholipase A2 (Homo sapiens), Q9NZ20; QFRET BODIPY PC-A2 liposome hydrolysis, fluorescence; inhibition, % at 12.2 µM; 370,000 tested, 0.56% active; AID 743126, 2013;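 active = inhibition above mean plus 3 SD of compounds lying within the high and low control bounds, cut at about 19% in these data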;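 also: 0% = median of test compound wells and 100% = no enzyme DMSO wells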
# NPR1 activator – GC-A stimulated cGMP production enhancers – HEK293 GC-A cells, cGMP TR-FRET, EC30 ANP, primary screen; Atrial natriuretic peptide receptor 1 (Homo sapiens), P16066; 0% at EC30 ANP, 100% saturating ANP; activation, % at 10 µM; 370,000 tested, 0.14% active; in the data active = activation above about 40%
# KLK7 zymogen act – proKLK7 zymogen activators, primary screen, biochemical, fluorescence intensity; purified proKLK7, EDANS-DABCYL substrate fluorescence; 100% is mature enzyme control, 0% vehicle; activation, % at 7 µM; 370,000 tested, 0.9% active;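 active = activation above the mean of all tested compounds plus 3 SD, computed per campaign excluding outliers beyond control limits, cut at about 13% in these data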
# ADAM10 inh – human ADAM10 inhibitors, primary screen, biochemical, QFRET, HTS | recombinant ADAM10, EDANS/DABCYL FRET peptide cleavage, 3 h | 370,000 tested, 0.62% active | inhibition, % at 7 µM | AID 720582, 2013;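 active = inhibition above a per-campaign cutoff equal to the mean of compounds falling between control-based bounds plus 3 SD, cut at about 20% in these data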;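 also: 0% = DMSO wells while the 100% control is not disclosed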
# GAA850 FXN act – FXN promoter activators, primary screen, cell-based, luciferase luminescence, HEK293 lucGAA850. 360,000 tested, 0.56% active. HEK293 lucGAA850 FXN promoter luciferase reporter, 24 h; percent of 10 µM SAHA response. activation, % at 6 µM;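 active = activation above the average of all compounds screened plus 3 SD, cutoff fixed separately per campaign, cut at about 7.5% in these data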;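 also: 0% = DMSO wells and 100% = 10 µM SAHA wells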
# Active calls of the source: *; i = inactive; . = not tested or not shown.
# Results follow in this order: DDE Tn6 FP inh	ADAM10 inh	ARFGAP1 inh	GAA850 FXN act	rCAG binder	sPLA2-III inh	NPR2 activator	ASAP1 GAP inh	KLK7 zymogen act	NPR1 activator
> Cc1ccc([N+](=O)[O-])cc1NC(=O)CN1CCC(C)CC1
    -4.5	-0.1	4.4	1.9	-1.6	1.9	1.8	-8.7	-0.5	8.2
> COc1ccc([C@H]2C[C@H](O)[C@@H](n3cc(-c4ccc(F)cc4)nn3)CN2C(=O)C2CCCCC2)cc1
    -5.0	7.7	0.5	-1.6	3.8	-3.4	-5.2	9.0	0.1	1.1
> COCCn1c(SCC(=O)Nc2ccc(OC)cc2)nnc1-c1ccoc1C
    -5.4	-5.8	-0.8	-0.1	-0.3	0.8	-5.2	1.7	-0.3	-5.1
> Cc1ccc(NC(=O)CCn2c(=O)[nH]c3ccsc3c2=O)cc1C
    4.4	-8.3	-8.1	4.9	0.9	-1.9	-7.5	11.4	-0.3	-5.3
> CCCc1nc2ccc(Br)cn2c1Cc1cccc(Cl)c1
    -5.0	-21.7	-8.5	.	6.3	1.1	3.9	3.8	1.0	-11.2
> CC(=O)Nc1sc(C)c(C)c1C(=O)OCC(=O)N(Cc1ccccc1)C(C)C
    3.5	-1.1	4.6	-1.4	0.4	-2.0	-6.6	-4.9	0.4	0.7
> Cc1cc(C)n(-c2nc(NC(C)(C)C)nc(NC(C)(C)C)n2)n1
    0.4	-1.5	3.6	-2.5	-2.6	7.5	2.7	-8.0	-0.4	1.6
> CCc1ccccc1NC(=O)c1ccccc1Sc1ccc([N+](=O)[O-])cc1Cl
    -8.9	-2.3	13.4	-3.5	-1.8	-1.6	-10.6	5.2	0.6	-12.3
> COc1ccc(/C(N)=N/OC(=O)CC2CCCCC2)cc1
    -1.1	2.3	11.5	1.2	-3.7	1.0	2.0	12.8	0.0	-0.4
> Cc1c(C(=O)NCC2CCCO2)oc2ccc(S(=O)(=O)N3CCCC3)cc12 (stereo not drawn)
    1.8	-7.7	-11.9	0.8	-4.1	-6.5	1.6	6.4	-0.1	3.2
> Cc1nn(-c2ccccc2)c2c1P(=O)(O)/C(=C1\N(C)c3ccccc3C1(C)C)C=N2
    3.4	-11.2	3.0	2.5	6.2	-14.3	6.3	5.5	-3.0	3.1
> Cc1ccc(S(=O)(=O)Nc2ccncc2)c(C)c1
    8.0	-5.1	-7.1	0.5	0.4	-49.1	-3.4	-12.1	0.7	0.8
> COc1ccc2cc(C(=O)C3CCCN(C(=O)c4sc(C)nc4C)C3)ccc2c1 (stereo not drawn)
    -6.9	i	11.6	-0.4	0.8	1.7	0.7	6.9	-14.2	1.9
> Cc1ccc(/C=C2\S/C(=N/S(=O)(=O)c3cccs3)NC2=O)cc1
    1.9	6.1	-7.9	0.3	59.7*	-27.5	-3.8	-9.6	-0.2	-0.6
> Cc1ccc(-n2c(C)nn(CC#N)c2=O)cc1
    -6.6	6.5	-3.9	3.7	1.0	6.5	6.2	-4.3	0.5	1.5
> CCN(CC)C(=O)c1cc2c(=O)n3cccc(C)c3nc2n1C
    -5.8	i	6.9	-1.3	-2.1	2.6	1.1	1.2	22.4*	9.4
> Cc1ccc(SCC(=O)NCCCN2CCOCC2)cc1
    -6.5	-4.1	1.8	3.6	-0.8	-0.8	6.3	4.8	0.7	-0.2
> COc1ccc(C(=O)N2N=C(c3ccc(NS(C)(=O)=O)cc3)CC2c2cccs2)cc1 (stereo not drawn)
    -2.3	5.6	9.1	3.7	6.5	-30.7	2.1	-1.8	-0.4	3.5
> Cc1cc(C)c(S(=O)(=O)N2CCN(S(=O)(=O)N3CCC(C)CC3)CC2)c(C)c1
    -1.1	2.0	-4.8	0.5	-0.2	1.0	2.5	4.2	0.4	0.3
> O=C1[C@H]2[C@@H](c3ccccc3)N[C@]3(CCCN(Cc4ccc(Cl)cc4)C3=O)[C@H]2C(=O)N1Cc1ccccc1
    12.6	4.7	-10.7	-6.9	1.7	-13.3	-3.0	2.4	0.6	-4.3
> Cn1nnnc1SCC(=O)Nc1ccc(Oc2ccccc2)cc1
    -5.9	1.9	0.9	-2.3	1.0	-1.5	-0.4	5.5	0.5	5.2
> CC(=O)NCC(=O)N(c1c(C)n(C)n(-c2ccccc2)c1=O)C1(C(=O)NC2CCCC2)CCCCC1
    -0.1	-3.6	-13.8	-0.3	-7.1	6.0	-3.0	2.6	-0.6	1.5
> Cc1ccc(N2CC(C(=O)Nc3cccc(S(=O)(=O)N4CCOCC4)c3)CC2=O)cc1 (stereo not drawn)
    4.9	4.3	6.8	-2.9	6.5	-3.1	-3.4	6.1	0.0	-0.3
> Cn1cccc1CC(=O)NNC(=S)Nc1ccc(Cl)cc1Cl
    0.1	3.8	0.0	-0.8	8.9	16.8	-2.7	-14.5	-0.1	0.6
> CN(C(=O)COC(=O)C1CCN(S(=O)(=O)c2cccs2)CC1)C1CCS(=O)(=O)C1 (stereo not drawn)
    3.1	-10.5	13.4	0.8	1.2	5.2	4.4	6.8	-0.2	2.0
> Cn1nc(C(C)(C)C)cc1NC(=O)Nc1ccc(F)cc1F
    4.3	-3.4	10.8	-2.1	-2.5	0.1	-1.7	0.0	0.0	5.4
> Cc1ccc(C(=O)OCC(=O)N2CCC(C)CC2)cc1S(=O)(=O)N1CCOCC1
    0.1	-12.8	1.7	-1.4	-0.4	6.1	-3.9	6.4	-0.7	-1.0
> Nc1cc(=O)[nH]c(=O)n1CCc1ccccc1
    5.7	-14.7	-3.2	0.2	-1.8	2.4	0.8	-11.8	-0.1	1.5
> Cc1ccc(OCc2cc(C(=O)NC(C)Cc3cnccn3)no2)cc1C (stereo not drawn)
    -1.2	1.0	8.5	0.4	-8.2	-4.7	-3.0	0.3	0.1	6.3
> O=C(NC1CCCCC1)C(C1CC1)n1c(=O)c(-c2cc3ccccc3[nH]2)nc2ccccc21 (stereo not drawn)
    -2.9	-304.9	4.3	.	12.2	-12.2	-8.7	8.3	-79.5	1.7
> C=Cc1ccc(C(=O)N(Cc2ccc(F)cc2)C(C(=O)N(C)C2CCCC2)c2ccc(OC)c(OC)c2)cc1 (stereo not drawn)
    -1.6	-4.9	.	.	5.3	6.5	-14.3	.	0.2	-16.8
> CC1(C(=O)NS(=O)(=O)C2CC2)CCN(C(=O)COCc2ccccc2)C1 (stereo not drawn)
    -3.9	-8.1	-4.5	-0.6	-1.0	2.0	-0.8	0.9	-0.7	2.1
> CCc1nnc(NC(=O)c2cccnc2SC)s1
    -3.6	1.4	-6.8	0.2	0.6	10.1	0.7	13.7	-0.1	-0.5
> COc1ccc(F)cc1C(=O)C1CCCN(C(=O)c2cccc(N(C)C)c2)C1 (stereo not drawn)
    1.8	-2.5	4.9	2.4	-3.2	-0.4	2.8	6.5	0.3	1.9
> CCCn1nc(C(=O)NC2CCCc3ccccc32)c2ccccc2c1=O (stereo not drawn)
    4.9	6.7	-16.7	1.4	-4.5	-1.1	3.3	-11.9	-0.6	3.0
> COC(=O)C1CN(C2CCCC2)CCS(=O)(=O)N1Cc1ccc(F)cc1 (stereo not drawn)
    0.1	0.8	.	.	-1.3	-1.3	0.6	.	-0.1	5.4
> C=CCNC(=S)NCc1ccc(CNC(=S)NCC=C)cc1
    3.7	0.5	-1.8	-0.5	1.8	9.3	2.7	6.0	0.1	-2.2
> Nc1c(C(=O)NCCN2CCOCC2)c2nc3ccccc3nc2n1-c1ccccc1
    0.9	i	0.5	1.3	5.0	3.3	-2.4	3.2	28.0*	-3.0
> Cc1ccc2oc(=O)c3cnn(CC(=O)N4CCCCC4C)c3c2c1 (stereo not drawn)
    -5.3	-3.0	-0.2	1.5	3.2	3.6	0.1	-3.3	0.1	3.8
> CCOc1ccc2nc(Cl)sc2c1
    -1.8	0.0	3.4	0.9	-0.7	1.2	2.8	-2.1	0.2	-1.3

# A portion from further up, for reference:
# Results follow in this order: DDE Tn6 FP inh	ADAM10 inh	ARFGAP1 inh	GAA850 FXN act	rCAG binder	sPLA2-III inh	NPR2 activator	ASAP1 GAP inh	KLK7 zymogen act	NPR1 activator
> Cc1ccc([N+](=O)[O-])cc1NC(=O)CN1CCC(C)CC1
    -4.5	-0.1	4.4	1.9	-1.6	1.9	1.8	-8.7	-0.5	8.2
> COc1ccc([C@H]2C[C@H](O)[C@@H](n3cc(-c4ccc(F)cc4)nn3)CN2C(=O)C2CCCCC2)cc1
    -5.0	7.7	0.5	-1.6	3.8	-3.4	-5.2	9.0	0.1	1.1
> COCCn1c(SCC(=O)Nc2ccc(OC)cc2)nnc1-c1ccoc1C
    -5.4	-5.8	-0.8	-0.1	-0.3	0.8	-5.2	1.7	-0.3	-5.1
> Cc1ccc(NC(=O)CCn2c(=O)[nH]c3ccsc3c2=O)cc1C
    4.4	-8.3	-8.1	4.9	0.9	-1.9	-7.5	11.4	-0.3	-5.3

# (further entries)
# Results follow in this order: DDE Tn6 FP inh	ADAM10 inh	ARFGAP1 inh	GAA850 FXN act	rCAG binder	sPLA2-III inh	NPR2 activator	ASAP1 GAP inh	KLK7 zymogen act	NPR1 activator
> COc1ccc(/C=C2\CC3(OC(=O)c4ccc(F)cc4)CCCN2C3)cc1 (stereo not drawn)
    -8.2	12.8	.	.	0.3	-3.1	2.5	.	0.6	3.1
> O=c1[nH]c(CS(=O)(=O)c2ccccc2)nc2ccccc12
    14.5	-10.9	-2.0	-0.9	-1.5	-0.6	2.4	5.6	0.2	4.7
> Cc1ccc(NC(=O)c2ccc3nsnc3c2)c(C)c1
    -0.8	3.5	6.1	4.4	-1.3	7.5	3.2	1.7	0.2	1.3
> O=C(C(=O)N1CCN(c2ccccc2)CC1)c1ccncc1
    -1.3	-5.1	-5.4	.	2.0	3.1	2.5	9.1	0.6	2.9
> O=C(NCC(O)c1nc2ccccc2[nH]1)c1ccc(Br)cc1 (stereo not drawn)
    -0.5	0.3	11.8	.	2.9	2.2	2.7	5.2	0.2	-2.9
> COc1ccc(CC(=O)NCC(=O)NC(Cc2ccccc2)C(=O)O)cc1 (stereo not drawn)
    1.6	-1.6	-5.9	0.1	3.5	-2.3	3.4	-13.5	-0.4	4.2
> CCOc1ccc(C2CC(c3cccc(C)c3)n3nc(N)nc3N2)cc1 (stereo not drawn)
    4.5	-84.3	3.4	0.5	-0.6	1.9	4.3	1.5	1.8	1.0
> CC(=O)C1=C(O)C(=O)N(CCc2c[nH]c3ccccc23)C1c1ccccc1 (stereo not drawn)
    -1.0	-3.2	-8.2	0.6	10.3	-14.0	1.6	3.2	-0.6	0.8

# Assay outcomes from PubChem.
